14-3-3g Raf: modulators of human 14-3-3 gamma - Raf peptide interaction; P61981; FP, 14-3-3gamma / TMR-pS259-Raf peptide binding; inhibition, % at 40 µM; actives 0.19% (n = 160,000); AID 422; in the data active = inhibition above about 30%;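 note: 0% = protein plus tracer without compound and 100% = blank with tracer alone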
Target sequence (P61981 whole entry, looked up): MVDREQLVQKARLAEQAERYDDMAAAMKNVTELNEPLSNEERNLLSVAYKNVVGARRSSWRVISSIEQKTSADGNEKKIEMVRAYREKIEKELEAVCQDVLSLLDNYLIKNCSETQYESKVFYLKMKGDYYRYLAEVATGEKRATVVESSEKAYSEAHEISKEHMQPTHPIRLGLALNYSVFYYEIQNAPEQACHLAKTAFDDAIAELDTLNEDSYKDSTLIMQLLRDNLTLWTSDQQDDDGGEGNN
* = called active by the depositor; & = joins results of further samples.

14-3-3g Raf	SMILES
-6.0	COc1ccc(Cc2nc(-c3ccc(-n4cccc4)cc3)no2)cc1OC
-1.0	COc1ccc(NC(=O)CCc2nc(-c3ccccc3F)no2)cc1OC
-2.0	C=CCn1c(SCC(=O)N2CCCC2)nc2cc(C(=O)N3CCOCC3)ccc2c1=O
-0.7	Cc1ccc(C)c(N2C(=O)C3C4CCC(C4)C3C2=O)c1 (centres undefined)
-5.8	COc1cc2c(cc1OC)C(COc1ccc([N+](=O)[O-])cc1)N(C(=O)C1CC1)CC2 (centres undefined)
4.0	COC(=O)c1cc2oc(C)cc2n1CC(=O)Nc1cc(C)cc(C)c1
-22.8	O=C(Nc1nc(-c2ccccn2)cs1)c1sc2ccccc2c1Cl
2.1	C=C(C)C1CCC(C)=C1CC(C)(C)/C=N\n1cnnc1 (centres undefined)
-6.3	CN(CCCNC(=O)C1CCN(S(=O)(=O)N2CCC3(CC2)OCCO3)CC1)Cc1ccccc1
11.4	CCOCCOC(=O)C1=C(C)N(C)C(=O)NC1c1ccc(C(F)(F)F)cc1 (centres undefined)

Structures above with four or more nitrogen atoms, in the order listed:
14-3-3g Raf	SMILES
-2.0	C=CCn1c(SCC(=O)N2CCCC2)nc2cc(C(=O)N3CCOCC3)ccc2c1=O
2.1	C=C(C)C1CCC(C)=C1CC(C)(C)/C=N\n1cnnc1 (centres undefined)
-6.3	CN(CCCNC(=O)C1CCN(S(=O)(=O)N2CCC3(CC2)OCCO3)CC1)Cc1ccccc1

Next section
14-3-3g Raf	SMILES
5.0	COCCn1nnnc1C(c1cc2cc(OC)ccc2[nH]c1=O)N1CCC(Cc2ccccc2)CC1 (centres undefined)
-1.2	CC(C)(CC(=O)OCC(=O)c1ccccc1)CC1=NS(=O)(=O)c2ccccc2N1
-2.3	CCN(CC)S(=O)(=O)c1cc(C(=O)n2cccn2)c(Cl)cc1Cl
-2.7	O=C1CN(C(=O)c2ccc3c(c2)OCO3)C(c2ccccc2)c2cc(F)ccc2N1 (centres undefined)
6.8	O=C(COc1ncnc2ccccc12)NC1CCS(=O)(=O)C1 (centres undefined)
-2.6	COc1cccc(N=CC=C2OC(C)(C)C(C)(C)O2)c1
-6.8	CCOc1ccccc1CN1CCN(S(=O)(=O)c2ccc3ccccc3c2)CC1
-14.2	O=C1CCCc2nc(N3CCN(C(c4ccccc4)c4ccccc4)CC3)ncc21
-5.4	CCCn1c(SCC(=O)N2CCN(S(=O)(=O)c3ccc(Cl)cc3)CC2)n[nH]c1=O
-0.9	O=C(c1ccco1)N1CCN(c2ncnc3c2[nH]c2ccccc23)CC1

Among those listed so far, these contain a furan ring, fused or not:
14-3-3g Raf	SMILES
4.0	COC(=O)c1cc2oc(C)cc2n1CC(=O)Nc1cc(C)cc(C)c1
-0.9	O=C(c1ccco1)N1CCN(c2ncnc3c2[nH]c2ccccc23)CC1

Next section:
14-3-3g Raf	SMILES
-10.1	Cc1nc2nc(=S)[nH]n2c(C)c1Cc1cccc(Cl)c1
-20.0	O=C(NC1CC1)c1ccc2c(c1)N(Cc1ccccc1)C(=O)c1ccccc1S2
-21.4	S=c1[nH]nc(-c2ccco2)o1
-25.9	Nc1c(C(=O)Nc2ccccc2)sc2cc([N+](=O)[O-])cc(Sc3ccccc3)c12
-11.0	O=C1CSC(=S)N1c1cccc([N+](=O)[O-])c1
-12.7	Cc1ccc2nc(-c3ccc(NC(=O)c4ccc(S(=O)(=O)N5CCc6ccccc65)cc4)cc3)sc2c1
1.4	CC(=O)N1CCc2cc(S(=O)(=O)N(CCc3ccccc3)Cc3ccccc3)ccc21
-5.9	CCOc1ccccc1CNC(=O)c1cc(=O)[nH]c2ccc(S(=O)(=O)N3CCOCC3)cc12
-8.8	COc1ccc(C2CC(C(F)(F)F)n3nc(C(=O)Nc4ccc(OC)c(OC)c4)cc3N2)cc1 (centres undefined)
-4.5	COc1cccc(-c2cc(C(F)(F)F)nc(NCc3ccc(Cl)cc3)n2)c1
-3.6	CC1CCCC(NC(=O)C2CCC(Cn3c(=O)[nH]c4ccccc4c3=O)CC2)C1C (centres undefined)
-10.8	COC(=O)C1C(=O)C2=C(CC1C)NC(C)=C(C(=O)OC(C)C)C2c1cccc([N+](=O)[O-])c1 (centres undefined)
5.9	CCOC(=O)C1=CC2(SC=C(C(=O)OCC)S2)C2=C(S1)C(C)(C)N(C(=O)Cc1ccccc1)c1ccccc12 (centres undefined)
-10.3	CSC1=NCCN1C(=O)Cc1cccs1
-2.0	Cc1nnc(SCCCN2C(=O)c3ccccc3C2=O)o1
-3.6	O=C(c1cc2ccccc2o1)c1nc2c(n1O)CCCCC2
-0.4	C=CCc1cccc2cc(C(=O)Nc3cccc([N+](=O)[O-])c3)c(=O)oc12
-0.7	CCOC(=O)C1=C(C)NC2=C(C(=O)C(C(=O)OCC)C(c3cccc(OC)c3)C2)C1c1ccccc1C (centres undefined)
-2.2	CCOC(=O)C1CCCN(C(=O)c2cc3c(=O)oc4ccccc4c3s2)C1 (centres undefined)
-5.5	COCc1nnc(SCc2cccc(Br)c2)n1-c1cccc2ccccc12

Sorted by heavy-atom count (largest number first): 4 of the compounds above
14-3-3g Raf	SMILES
-10.8	COC(=O)C1C(=O)C2=C(CC1C)NC(C)=C(C(=O)OC(C)C)C2c1cccc([N+](=O)[O-])c1 (centres undefined)
-3.6	CC1CCCC(NC(=O)C2CCC(Cn3c(=O)[nH]c4ccccc4c3=O)CC2)C1C (centres undefined)
-2.2	CCOC(=O)C1CCCN(C(=O)c2cc3c(=O)oc4ccccc4c3s2)C1 (centres undefined)
-2.0	Cc1nnc(SCCCN2C(=O)c3ccccc3C2=O)o1

(next part)
14-3-3g Raf	SMILES
-8.2	Cc1cc(Cl)ccc1OCC(=O)Nc1ccc(-c2nc3cccnc3o2)cc1
-4.0	O=C(OCCOc1ccc(Br)cc1)c1cnccn1
-13.6	O=C(CN1C(=O)CSc2ccccc21)Nc1ccc2c(c1)OCCO2
-4.8&4.0	Cc1c(C(=O)N2CCOCC2)sc2ncn(CC(=O)N3CCC(C)CC3)c(=O)c12
-3.2	CCCCCSc1nnc2c(n1)OC(c1ccc(O)c([N+](=O)[O-])c1)Nc1ccccc1-2 (centres undefined)
-20.8	O=C1C(Cl)=C(N2CCN(c3ccccc3)CC2)C(=O)N1c1ccccc1Cl
-0.5	COc1ccc(CNC(=O)c2cnn3c(C(F)F)cc(C)nc23)cc1OC
2.9	O=C(CCc1nc(-c2ccccc2F)no1)NC1CCCC1
-2.1	C=CCOc1ccc(C2Nc3ccccc3S(=O)(=O)N2Cc2ccccc2)cc1OC (centres undefined)
3.3	COc1cc(C(=O)NCc2nnc(SCC(=O)Nc3cccc(C)c3)o2)cc(OC)c1OC
-2.6	COc1cc(C2NC(=O)NC(C)=C2C(=O)Nc2ccc(Cl)cc2)ccc1O (centres undefined)
6.0	CCc1ccc(S(=O)(=O)N2CCSC2c2cccc([N+](=O)[O-])c2)cc1 (centres undefined)
7.9	CCOc1ccccc1C(=O)NC(C)c1ccc2c(c1)OCO2 (centres undefined)
-1.6	O=C(Cn1c(=O)n(CCc2ccc(Cl)cc2)c(=O)c2ccccc21)NC1CCCC1
-4.2	O=C(C1CCN(S(=O)(=O)c2cnc[nH]2)CC1)N1CCc2ccccc21
4.0	CCn1c(CCCNC(C)=O)nc2ccccc21
-5.5	CSc1cccc(NC(=O)C2CCN(S(C)(=O)=O)CC2)c1
-14.4	Cc1ccc(C)c(-c2nn(-c3cc(N4CCN(CCO)CC4)ccc3[N+](=O)[O-])c(=O)c3ccccc23)c1
-11.9	COc1ccc2nc3oc(C(=O)NCCCN4CC(C)CC(C)C4)cc3cc2c1 (centres undefined)
-3.5	COc1cc(C2C(C(=O)Nc3cc(C(F)(F)F)ccc3Cl)=C(C)NC3=C2C(=O)CCC3)cc(OC)c1OC (centres undefined)
-8.5	COc1ccc(-c2cc(C(=O)NC3CCCC(C)C3C)c3ccccc3n2)cc1 (centres undefined)
-3.6	Cc1ccc(NC(=O)C2(N(CC(C)C)C(=O)Cn3nnnc3N)CCCCC2)cc1
-0.4	Cc1cccc(NC(=O)c2c(NC(=O)Cc3ccccc3)sc3c2CCCCC3)c1
-3.9	O=C(CN(c1cc(C(F)(F)F)ccc1Cl)S(=O)(=O)c1ccccc1)NCc1ccccc1
-33.8	CC(C)(C)OC(=O)N1CC=C2C(C#N)=C(N)C(C#N)(C#N)C(c3cccs3)C2C1 (centres undefined)
-8.5	CCOC(=O)c1cccnc1SCC(=O)Nc1ccc(C(C)C)cc1
12.9	Nc1cccc(S(=O)(=O)c2cccc(N)c2)c1
-5.5	O=c1c2c3c(sc2n(Cc2ccccc2F)c(=O)n1-c1ccccc1)CCC3
-0.3	CCOc1ccc2cc(C(N)=O)c(=O)oc2c1
-1.6	CCn1c(O)c(C=Nc2ccccc2)oc1=S
-1.0	CCOC(=O)C1=C(C(=O)OCC)SC(=C2C(=S)C(C)(C)N(C(=O)C(F)(F)F)c3cc(C)ccc32)S1
-3.1	CCn1cc(C(=O)N2CCC(C)CC2)c2cc(OC)c(OC)cc2c1=O
-5.1	O=C(COc1ccc(Br)cc1)N1CCN(S(=O)(=O)c2ccc(F)cc2)CC1
-8.0	COC(=O)c1ccc(C2C(C(C)=O)=C(O)C(=O)N2CC(C)O)cc1 (centres undefined)
-6.2	CCOC(=O)CSc1nc2sc(C)c(C)c2c(=O)n1C
4.6	COc1cc(C2N(c3ccccc3)CCN2c2ccccc2)ccc1OC(C)=O
4.4	CCCCNC(=O)c1ccc(CNS(=O)(=O)c2ccc(C)cc2)cc1
-4.8	CCOc1c(Br)cc(CNc2ncn[nH]2)cc1OC
-36.2	O=[N+]([O-])c1c(N2CCOCC2)ccc2c1no[n+]2[O-]
-27.5	Cc1cc(N=Cc2c(O)n(-c3ccc4c(c3)OCO4)c(=O)c3ccccc23)ccn1
-3.1	Cc1ccc(-c2nnc(Nc3ccc(S(N)(=O)=O)cc3)c3ccccc23)cc1S(=O)(=O)NC(C)(C)C
-5.5&4.9	CC1=C(c2ccc(Cl)cc2)[N+](=O)C(C)(C)N1[O-]
-137.3	O=C(Nc1ccc(-c2nc3ccccc3o2)c(O)c1)c1sc2ccccc2c1Cl
-15.8	Clc1ccc(OCc2nn3c(-c4ccncc4)nnc3s2)cc1
5.9	CNC1(C)C2CCC(C2)C1(C)C (centres undefined)
-23.2	COc1ccc(NC(=O)CCSc2nc3ccccc3o2)cc1
-5.7	O=C(Nc1cccnc1)c1ccc(COc2ccccc2Br)o1
-1.6	CCN(CC)C(=O)CSc1nnc(-c2ccccn2)n1-c1ccc(C)c(C)c1
3.6	O=C(O)CCS(=O)(=O)c1ccc2[nH]c(=O)oc2c1
-12.2	O=C1COc2ccc(C(=O)COC(=O)C3CCN(S(=O)(=O)c4cccs4)CC3)cc2N1

The listing continues:
14-3-3g Raf	SMILES
0.5	Cc1ccc(N2CCN(S(=O)(=O)N(C)C)CC2)c(C)c1
-76.0	COC(=O)c1cc(CCC=C(C)C)nc2ccccc12
-2.0	Cc1ccccc1NC(=O)CN1CCC(NC(=O)Nc2ccccc2)CC1
-1.2	CCOc1ccc(C2Nc3ccccc3C(CC)(CC)O2)cc1OC (centres undefined)
-17.7	CCC1=C/C(=C/N(C)c2ccccc2)C(=O)S1
-5.1	CCOC(=O)c1nn(-c2sc(C(=O)OC)c(C)c2C(=O)OC)cc1O
0.5	COc1ccc(C2Nc3ccccc3NC3=C2C(=O)CC(c2cccc([N+](=O)[O-])c2)C3)cc1 (centres undefined)
-0.3	COc1ccc2cc(C(=O)O)c(=O)[nH]c2c1
-7.7	O=C(Cc1cccs1)N(c1ccc(Cl)cc1)C1C=CS(=O)(=O)C1 (centres undefined)
2.5	Cc1ccc(-c2nc3ncccc3o2)cc1NC(=O)c1ccco1
5.4	O=C(CN1C(=O)c2ccccc2S1(=O)=O)N(Cc1ccccc1)Cc1ccccc1
-10.9	COc1ccccc1OCC(=O)Nc1cccc(-c2nc3ccccc3o2)c1
-2.2	CN(CC(=O)Nc1nc2ccccc2s1)S(=O)(=O)c1ccccc1
-5.5	Cc1cc(C)n2nc(S(=O)(=O)Nc3ccccc3Cl)nc2n1
1.3&-10.6	COC(=O)c1ccc(CSc2nnc(-c3c[nH]c4ccccc34)n2C)o1
-9.6	Cc1ccc(NC(=O)CSc2nc3ccccc3c(=O)n2Cc2ccc3c(c2)OCO3)cc1Cl
1.7	Nc1nnnn1CC(=O)OCC(=O)c1ccccc1
-20.5	CSc1nc(C)cc(OCCNS(=O)(=O)c2ccc(C)cc2)n1
-1.2	COc1ccccc1CNC(=O)c1oc2ccc(S(=O)(=O)N3CC(C)CC(C)C3)cc2c1C (centres undefined)
-7.3	COc1ccc(C(=O)Oc2ccc(C(=S)N3CCCCC3)cc2)cc1
-7.3	Cc1oc(-c2ccccc2)cc1C(=O)Nc1ccc(N(C)C)cc1
-3.8	Cc1occc1C(=O)NCc1cccs1
-8.6	Cc1cccc(NC(=O)Cn2c(=O)oc3cc(Cl)ccc32)c1C
-3.1	CCc1nn(-c2ccccc2)c2nc(-c3ccc([N+](=O)[O-])cc3)c3cc(OC)c(OC)cc3c12
-0.6	Cc1nn(-c2ccccc2)c(C)c1/C=N/O
4.6	Cc1cccc2[nH]c(-c3ccc(NC(=O)c4ccc([N+](=O)[O-])cc4)cc3)nc12
-84.8	O=C(Nc1nc2ccc3ccccc3c2s1)c1coc2ccccc2c1=O
-6.8	CC(=O)OC(=C(Cl)Cl)c1ccc(C(OC(C)=O)=C(Cl)Cl)cc1
-5.5&-4.0	CCCNC(=O)c1cc(-c2ccc(Br)cc2)on1
-4.4	CCOc1ccc(-c2nnn(CC(=O)Nc3ccccc3OC)n2)cc1OCC
0.1	Cc1ccc2c(c1)C(c1ccccc1)N(C(=O)c1ccccc1C(F)(F)F)CC(=O)N2 (centres undefined)
-4.8	COc1cccc(C2=NN(C(=O)c3ccccc3Cl)C(O)(C(F)(F)F)C2)c1 (centres undefined)
-12.7	O=C(Nc1ccc(Cl)cc1)c1sc(=S)n2c1[nH]c(=O)c1sccc12
-3.2&-7.8	COc1ccc2c(c1)CCc1c(C(=O)N3CCc4ccccc4C3)noc1-2
-4.2	Cc1nnc(SCC(=O)n2c3c(c4ccccc42)CCCC3)s1
3.8	O=C(Nc1cccnc1)c1ccc2c(c1)OCO2
-8.4	O=C1C(=O)N(CCCn2ccnc2)C(c2ccc(Br)cc2)/C1=C(\O)c1ccc(Br)cc1 (centres undefined)
-2.9	Cc1ccccc1S(=O)(=O)Nc1nc2ccccc2nc1N1CCOCC1
14.7	CC(=O)N(C)C1CC(C)(C)NC(C)(C)C1

Only part of the results is shown. The share of hits here may be higher or lower than overall.
